# Bioassay records (PubChem)
# CaV13 FRET inh = Disruptors of the CACNA1D IQ motif to Ca2+-dependent inactivation inhibitor domain association, primary screening, Förster resonance energy transfer in intact living …; HEK cells, CFP/YFP FRET ICDI-IQ, plate reader, 10 min; percent FRET-ratio fall versus neutral wells; inhibition, % at 12.3 µM; 0.098% of 340,000 active;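 active = mean replicate inhibition of at least 30% and at least 1% of replicates passing that level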;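 note: 0% = median of the neutral control wells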
# m5-HT2A agonist = mouse Htr2a agonists via beta-arrestin recruitment, primary screen, cell-based, luminescence; 5-hydroxytryptamine receptor 2A (Mus musculus), P35363; CHO-K1 mHTR2A beta-arrestin complementation; percent of 30 µM serotonin response; activation, % at 7.6 µM; 0.66% of 360,000 active;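 active = activation above a run cutoff, the mean activation of all tested compounds plus 3 SD, cut at about 14% in these data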;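 note: 0% = plate median of compound wells and 100% = 30 µM serotonin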
# Target sequence (P35363 whole entry, looked up): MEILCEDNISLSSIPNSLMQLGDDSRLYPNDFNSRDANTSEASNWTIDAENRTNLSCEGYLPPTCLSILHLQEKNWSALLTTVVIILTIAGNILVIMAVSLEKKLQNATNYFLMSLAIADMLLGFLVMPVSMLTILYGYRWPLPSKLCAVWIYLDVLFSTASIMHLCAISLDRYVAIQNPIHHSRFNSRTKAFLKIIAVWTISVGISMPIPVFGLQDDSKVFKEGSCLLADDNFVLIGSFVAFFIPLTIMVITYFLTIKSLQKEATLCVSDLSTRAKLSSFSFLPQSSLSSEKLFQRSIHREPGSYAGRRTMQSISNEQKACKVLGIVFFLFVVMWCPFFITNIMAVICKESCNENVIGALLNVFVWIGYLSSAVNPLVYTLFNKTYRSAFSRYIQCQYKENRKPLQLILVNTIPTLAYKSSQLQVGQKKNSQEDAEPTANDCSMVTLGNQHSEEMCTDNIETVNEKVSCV
# Shn3 3UTR inh = reduction of Shn3 3'UTR firefly luciferase signal, primary screen, Schnurri-3 inhibitor project, cell-based, Clone20 osteoblasts, set 2; Clone20 osteoblast Shn3 3'UTR firefly luciferase, 24 h; inhibition, % at 12.5 µM; 0.52% of 360,000 active; AID 588674, 2011;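 active = mean inhibition of at least 75% with every replicate also reaching 75%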;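 note: 0% = median of neutral control wells and 100% = pilot-screen positive control compound; some compounds past the cut are filed as inactive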
# PDI inh = inhibitors of human PDI, primary screen, biochemical, turbidity, single point, plate reader; AID 588391, 2011; inhibition, % at 10 µM; PDI insulin aggregation turbidity, A650, 90 min; Protein disulfide-isomerase (Homo sapiens), P07237; 0.052% of 350,000 active;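 active = mean inhibition across replicates of 30% or more, whatever share of single replicates reach that level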;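 note: absorbance from insulin aggregation driven by PDI reduction with DTT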
# Cardio protect = cardioprotection against H2O2-induced cell death, primary screen, uHTS, H9c2 cells, ATPLite luminescence; H9c2 cardiomyocytes, H2O2 injury protection, 2 h; protection from H2O2 cell death, % at 20 µM; 0.63% of 360,000 active;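 active = compounds giving at least 50% protection of heart cells from peroxide-induced death in the single-dose screen, raw or plate-pattern-corrected value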;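 note: 0% = DMSO wells with peroxide and 100% = DMSO wells without peroxide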
# NR2E3 ag-1 = inhibitors of NR2E3-RetCOR corepressor binding, primary screen, NR2E3 agonist project, biochemical, TR-FRET, GST-NR2E3, biotin-RetCOR; Photoreceptor-specific nuclear receptor (Homo sapiens), Q9Y5X4; 0.12% of 320,000 active; 1536-well; inhibition of corepressor binding, % at 4.78 µM; AID 2300, 2010;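 active = percent inhibition above the cutoff of mean plus 3 SD of all tested compounds, set per screening campaign, cut at about 20% in these data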;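 note: 0% = DMSO wells and 100% = biotin wells as full block of FRET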
# Target sequence (Q9Y5X4 whole entry, looked up): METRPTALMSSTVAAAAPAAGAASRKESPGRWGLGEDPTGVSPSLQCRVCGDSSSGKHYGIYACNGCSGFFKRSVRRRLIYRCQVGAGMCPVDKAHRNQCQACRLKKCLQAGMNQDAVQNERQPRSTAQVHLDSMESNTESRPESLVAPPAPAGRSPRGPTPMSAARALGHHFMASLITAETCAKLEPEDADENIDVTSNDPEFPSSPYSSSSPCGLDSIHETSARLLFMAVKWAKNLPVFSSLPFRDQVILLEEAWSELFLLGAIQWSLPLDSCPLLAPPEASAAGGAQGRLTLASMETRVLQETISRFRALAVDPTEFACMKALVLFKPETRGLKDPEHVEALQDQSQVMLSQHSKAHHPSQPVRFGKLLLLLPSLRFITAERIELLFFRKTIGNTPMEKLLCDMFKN
#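 system = GST-tagged NR2E3 plus biotinylated RetCOR corepressor | input = 1.35 nM GST-NR2E3 | also added = 7 nM biotin-RetCOR | schedule = 5 h incubation at 4 °C | measured by = TR-FRET with europium anti-GST and streptavidin-D2, 340 nm excitation | read-out = percent loss of FRET ratio relative to control wells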
# HIF-2a block = HIF-2a reporter inhibitors, primary screen, luminescence, 786-0 RCC cells; inhibition, % at 18.8 µM; 0.72% of 360,000 active; AID 624352, 2012; 786-0 RCC cells HIF-2a reporter, luciferase luminescence, overnight;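 active = inhibition of the luminescence signal of 40% or more relative to plate controls, in a single-dose primary screen at 18.75 µM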
# Peg3 prom inh = Peg3 promoter-driven luciferase inhibitors, primary screen, cell-based, HeLa, luciferase luminescence. 1.7% of 360,000 active. AID 588405, 2011. HeLa PEG-Prom luciferase reporter, overnight. inhibition, % at 20 µM;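 active = inhibition of at least 50% at 20 µM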
# NR2E3 ag-2 = NR2E3 agonists in two-hybrid cells, primary screen, cell-based, luminescence, CHO-S, Gal4-NCOR/VP16-NR2E3. luciferase. AID 602229, 2012. 0.35% of 360,000 active. Photoreceptor-specific nuclear receptor (Homo sapiens), Q9Y5X4. inhibition of corepressor binding, % at 3.98 µM;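 active = inhibition above the mean of all tested compounds plus 3 SD, cut at about 70% in these data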;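 note: 0% = DMSO with NR2E3 transfected cells and 100% = cells lacking NR2E3 construct; higher means lower luciferase signal from less NR2E3 corepressor binding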
# hiPSC survival = enhancers of single-cell hiPSC survival, primary screen, ATPlite luminescence; 100% = ROCK inhibitor wells, 0% = DMSO; AID 602274, 2012; 0.044% of 360,000 active; survival enhancement, % at 20 µM; in the data active = survival enhancement above about 18%;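 note: cells exposed to compounds for 16 hours before the ATP read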
# TRPM1 prom inh = inhibitors of MITF-dependent TRPM1 promoter reporter, primary screen, cell-based, SK-MEL-5, single point, luciferase. SK-MEL-5 TRPM1 promoter luciferase, 24 h. inhibition, % at 12.5 µM. 0.83% of 330,000 active;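 active = mean inhibition across replicates of 60% or more, whatever share of single replicates reaches that level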; note: values of inactives mirror those of a sister screen read the other way
# Numbers without * were called inactive; nt = no result given.
SMILES,CaV13 FRET inh,m5-HT2A agonist,Shn3 3UTR inh,PDI inh,Cardio protect,NR2E3 ag-1,HIF-2a block,Peg3 prom inh,NR2E3 ag-2,hiPSC survival,TRPM1 prom inh
CCOC(=O)C1=C(C)c2ccccc2OC1(C(=O)OCC)c1ccccc1 (stereo not drawn),-6,-12,13,7,-5,nt,6,3,6,0.1,-2
CC1=C(C(=O)O)N2C(=O)C(NC(=O)Cc3ccccc3)C2SC1 (stereo not drawn),-16,-1,-8,0,7,2,17,13,-5,-0.2,-5
CCN(CC)CCN=C(C)c1c(O)n(-c2ccccc2OC)c(=O)[nH]c1=O,nt,4,-19,2,-7,1,7,11,6,-1.8,0
COc1ccc(C(=O)CC(c2ccc3c(c2)OCO3)c2c(O)c3ccccc3oc2=O)cc1OC (stereo not drawn),-6,6,-33,-4,10,nt,-8,3,-16,0.0,nt
COc1cccc(-n2c(CN3CCOCC3)nc3ccc([N+](=O)[O-])cc3c2=O)c1,-2,5,-3,2,3,0,8,2,-15,0.1,16
Cc1cccn2c(=O)c3c(nc12)N1CCC(Cc2ccccc2)CC1C1(C3)C(=O)N(C)C(=O)N(C)C1=O (stereo not drawn),-4,0,5,-1,12,4,21,-5,-24,0.0,8
Cc1ccccc1-c1nc(CS(=O)CC(=O)N2CCC3(CC2)OCCO3)c(C)o1 (stereo not drawn),-4,1,-17,-6,6,1,12,6,6,1.6,4
COC1=CCC2([N+](=O)[O-])CN(C)CC1([N+](=O)[O-])C2 (stereo not drawn),12,7,-7,-1,3,4,11,2,-28,-0.1,-6
c1ccc2c(CN3CCCCC3)c[nH]c2c1,3,4,-8,7,7,-1,7,8,-28,-0.6,2
Cc1cccc(C)c1-n1nnnc1C(c1ccccc1OC(F)(F)F)N1CCC(n2c(=O)[nH]c3ccccc32)CC1 (stereo not drawn),-6,3,25,nt,-13,nt,-16,52*,29,3.3,nt
CCN1CCN(Cc2nc3ccc([N+](=O)[O-])cc3c(=O)n2-c2ccccc2F)CC1,-21,-1,21,-10,2,3,-15,6,-12,-0.2,13
COc1ccc(N=C(C)c2c(O)n(C)c(=O)n(C)c2=O)c(OC)c1,nt,4,-18,14,10,0,-17,-26,-1,2.5,-4
Cc1cc(C(=O)N2CCC3(CC2)OCCO3)cs1,-5,1,-5,5,-2,2,-10,9,-13,0.4,10
COCCCn1c(N)c(C(=O)Nc2ccccc2)c2nc3ccccc3nc21,-4,-2,2,-8,27,-5,-30,19,-6,-0.5,nt
CCN1CCC2(CC1)NC(=O)c1ccccc1O2,9,4,-2,1,12,6,14,5,26,-2.8,10
Cc1cc(OCC(=O)NCc2ccncc2)c2c3c(c(=O)oc2c1)CCC3,-14,4,-24,4,27,1,4,16,-4,0.4,-7
ON1C2CCCCC2N(O)C1c1ccccc1F (stereo not drawn),-1,1,6,1,2,3,-4,7,-13,4.4,9
CN1CCN(c2nc(N(C)C)oc(=O)c2C#N)CC1,-5,-2,-5,-2,9,1,18,7,-18,-0.4,2
NC1CC2CCCCC2CC1(O)c1ccccc1 (stereo not drawn),-16,1,23,7,-7,nt,-3,-1,2,-0.2,nt
Cc1ccc(N(C)C(=O)Oc2cccc3ccc(C)nc23)cc1,-6,-1,-5,0,34,2,3,9,5,1.4,2
CCC(=NCCO)c1c(O)n(-c2ccc(Cl)cc2)c(=O)[nH]c1=O,-8,4,13,-5,2,0,7,-1,-11,2.5,7
Cc1ccc(-c2nn(CCC#N)cc2C(=O)O)cc1C,-5,3,-37,7,-4,0,7,10,1,-1.2,8
CCC1CN1P1(=O)OCC(C)([N+](=O)[O-])CO1 (stereo not drawn),-9,4,-19,6,1,nt,3,-36,8,4.3,7
Cc1cccc(-n2c(-c3ccccc3)nc3ccccc3c2=O)n1,-10,-1,-14,-3,0,6,-19,-28,-19,0.3,-2
COc1ccc2c(c1OC)C(=O)OC2c1c(O)n(Cc2ccc(F)cc2)c(=O)[nH]c1=O (stereo not drawn),nt,8,-24,0,0,0,2,-10,-6,-0.9,4
Cc1ccccc1NC(=O)NCCN1CC1,-3,-4,23,1,-4,-1,11,1,2,-0.1,-17
COc1ccc(-c2nn(CCC#N)cc2C(=O)O)cc1,-6,1,15,-5,-3,6,16,5,-28,0.3,2
CC(OC(=O)c1cn(C)c2ccccc12)C(=O)N1CCCC1 (stereo not drawn),-6,4,-9,-9,7,-3,14,8,23,-0.9,-5
O=c1[nH]c(O)c(Cc2ccc3c(c2)OCO3)c(=O)[nH]1,-2,0,-2,-1,1,-3,17,-5,0,-0.2,-3
Cc1c(C(c2ccc(Br)cc2)c2c(O)c3ccccc3oc2=O)c(=O)n(-c2ccccc2)n1C (stereo not drawn),-16,1,11,-3,-4,0,10,0,-7,-0.3,1
COC(=O)C1=C(c2ccc(-c3ccccc3)c(F)c2)C[C@@H]2CC[C@H]1N2C(=O)NC1Cc2ccccc2C1,-6,3,12,14,-4,3,10,2,28,-1.6,16
CC1=C(O)C(=O)C=C2C1=CC=C1C2(C)CCC2(C)C3CC(C)(C(=O)O)CCC3(C)CCC12C (stereo not drawn),-5,-7,95*,63*,-16,nt,92*,105*,99*,-3.0,94*
O=C(OCC(=O)c1ccc([N+](=O)[O-])cc1)/C(=C\c1ccc(Cl)cc1)NC(=O)c1ccccc1,-5,4,0,12,11,3,14,6,2,1.6,7
CCCCC/C(=N/O)c1c(C)[nH]c2ccccc12,-4,-1,5,-1,-6,-1,6,33,1,-0.6,-5
CCN(CC)CCCN=Cc1c(O)n(-c2ccccc2F)c(=O)[nH]c1=O,nt,-1,-18,0,-1,1,8,9,-29,-0.1,0
COC(=O)C1=C(c2ccc(OCc3ccccc3)cc2)C[C@@H]2CC[C@H]1N2C(=O)NCc1ccccc1,-5,1,38,-1,-5,1,9,25,-25,-2.9,-2
Cn1c(O)c(C(=Nc2ccc(F)cc2)c2ccccc2Cl)c(=O)n(C)c1=O,-3,6,2,3,0,-3,13,0,-22,0.4,-4
O=c1[nH]c(=O)n(C2CCCCC2)c(O)c1C=Nc1ccc(N2CCOCC2)cc1,-5,2,-7,-1,-5,-2,12,11,-14,1.9,4
COC(=O)C(NC(=S)N1CC2C[C@@H](C1)Cn1c2cccc1=O)C(C)C (stereo partly drawn),-21,3,-23,-3,7,nt,14,-19,9,-0.5,-6
O=c1ccc2cc(O[C@@H]3O[C@H](CO)[C@@H](O)[C@H](O)[C@H]3O)c(O)cc2o1,2,0,-15,2,6,nt,-5,-12,-2,0.0,-8
CCCCC(=O)N/N=C/c1c(O)n(Cc2ccco2)c(=O)[nH]c1=O,-5,-2,19,9,6,-1,11,4,-8,-2.0,-2
CC(=O)OC1(c2ccccc2)CCN(C2CCCCC2)CC1C (stereo not drawn),-5,4,-2,nt,11,-1,-4,-8,26,1.4,-5
Fc1ccc(CNC2CN3CCC2CC3)cc1 (stereo not drawn),-2,2,-4,2,10,-1,13,11,-8,-0.6,20
COc1ccc(CN2C(=O)NC(=O)/C(=C\c3cccc(OC)c3OC)C2=O)cc1,-3,-2,-16,1,-1,0,18,13,11,0.4,-2
Cc1ccc(N2C(=O)CC(=O)NC2=O)c(C)c1,-14,0,2,9,1,3,3,4,-13,-0.6,0
c1ccc(N2C3C4CC(C5CCCC54)C32)cc1 (stereo not drawn),-6,3,2,-12,-9,nt,-4,9,-5,-1.9,3
C[C@]12CCC3C(CC[C@H]4C[C@@H](O)CC[C@]34C)[C@H]1C=CC2=O (stereo partly drawn),-2,8,-5,8,-2,nt,27,11,27,-2.7,9

# Given tab-delimited: entries from further up.
SMILES	CaV13 FRET inh	m5-HT2A agonist	Shn3 3UTR inh	PDI inh	Cardio protect	NR2E3 ag-1	HIF-2a block	Peg3 prom inh	NR2E3 ag-2	hiPSC survival	TRPM1 prom inh
COC(=O)C1=C(c2ccc(-c3ccccc3)c(F)c2)C[C@@H]2CC[C@H]1N2C(=O)NC1Cc2ccccc2C1	-6	3	12	14	-4	3	10	2	28	-1.6	16
CC1=C(O)C(=O)C=C2C1=CC=C1C2(C)CCC2(C)C3CC(C)(C(=O)O)CCC3(C)CCC12C (stereo not drawn)	-5	-7	95*	63*	-16	nt	92*	105*	99*	-3.0	94*
O=C(OCC(=O)c1ccc([N+](=O)[O-])cc1)/C(=C\c1ccc(Cl)cc1)NC(=O)c1ccccc1	-5	4	0	12	11	3	14	6	2	1.6	7
CCCCC/C(=N/O)c1c(C)[nH]c2ccccc12	-4	-1	5	-1	-6	-1	6	33	1	-0.6	-5
CCN(CC)CCCN=Cc1c(O)n(-c2ccccc2F)c(=O)[nH]c1=O	nt	-1	-18	0	-1	1	8	9	-29	-0.1	0
COC(=O)C1=C(c2ccc(OCc3ccccc3)cc2)C[C@@H]2CC[C@H]1N2C(=O)NCc1ccccc1	-5	1	38	-1	-5	1	9	25	-25	-2.9	-2
Cn1c(O)c(C(=Nc2ccc(F)cc2)c2ccccc2Cl)c(=O)n(C)c1=O	-3	6	2	3	0	-3	13	0	-22	0.4	-4
O=c1[nH]c(=O)n(C2CCCCC2)c(O)c1C=Nc1ccc(N2CCOCC2)cc1	-5	2	-7	-1	-5	-2	12	11	-14	1.9	4
COC(=O)C(NC(=S)N1CC2C[C@@H](C1)Cn1c2cccc1=O)C(C)C (stereo partly drawn)	-21	3	-23	-3	7	nt	14	-19	9	-0.5	-6
O=c1ccc2cc(O[C@@H]3O[C@H](CO)[C@@H](O)[C@H](O)[C@H]3O)c(O)cc2o1	2	0	-15	2	6	nt	-5	-12	-2	0.0	-8
CCCCC(=O)N/N=C/c1c(O)n(Cc2ccco2)c(=O)[nH]c1=O	-5	-2	19	9	6	-1	11	4	-8	-2.0	-2
CC(=O)OC1(c2ccccc2)CCN(C2CCCCC2)CC1C (stereo not drawn)	-5	4	-2	nt	11	-1	-4	-8	26	1.4	-5
Fc1ccc(CNC2CN3CCC2CC3)cc1 (stereo not drawn)	-2	2	-4	2	10	-1	13	11	-8	-0.6	20

# The list is partial, so the mix of outcomes need not match the whole.
